Screening data: PubChem, Broad Institute
DENV2 CPE rescue = inhibitors of DENV2 cytopathic effect. CPE inhibition, % at 9.99 µM. 350,000 tested, 1.7% active. DENV2-infected cells, cytopathic effect rescue, plate reader; in the data active = CPE inhibition above about 20%, passing the limit was not always enough; inconclusive = no clear call, values can overlap the other calls; tested in BHK-21 cells;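 note: 0% = median of neutral control wells and 100% = median of positive control wells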
PAX8 reporter = PAX8 transcriptional activity inhibition; RMG-I TPO-luciferase reporter, SteadyGlo, 24 h; inhibition, % at 12.6 µM; 360,000 tested, 1.2% active; AID 652154;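 active = mean replicate inhibition at least 60% with every replicate also reaching 60%; inconclusive = only one of the two criteria is met; inactive = mean below 60% and not all replicates reaching 60%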;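 note: luciferase light reporting Pax8 driven TPO promoter activity; plate controls were median of neutral control wells for no effect and mitoxantrone controls for full effect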
GSIS activator = GLuc luminescence reporter in INS-1E cells, primary screen for activators of glucose-dependent secretion of insulin | INS-1E GLuc reporter insulin secretion, 2-3 h | 370,000 tested, 0.61% active | activation, % at 16.6 µM | AID 743287;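 active = lowest replicate activation of at least 40%, so every replicate reaches that level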;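 note: 0% = median of neutral control wells and 100% = median of IBMX positive control wells; some compounds called inactive have numbers as strong as hits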
miR-122 sensor = blocks miR-122 activity in Huh7 sensor cells; Huh7 miR-122 Renilla luciferase sensor, 48 h; neutral wells = 0, positive control = 100; AID 602342; 340,000 tested, 0.3% active; activation (reporter increase), % at 12.5 µM;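 active = mean replicate activation score at least 90 and every replicate individually at or above 90; inconclusive = only one of the two criteria met; inactive = neither criterion met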;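 note: higher luciferase means less miR-122 activity so hits act as miR-122 inhibitors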
CFTR F508del cor = CFTR F508del correction in bronchial cells | CFBE cells, YFP halide quenching; stimulated with forskolin plus potentiator P3; % fluorescence drop versus neutral controls | activity (quench increase), % at 7.58 µM | 350,000 tested, 0.36% active | AID 720511;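 active = mean added fluorescence quench of at least 8% versus neutral control, with both replicates also reaching 8%; inconclusive = only one of the mean or replicate conditions met; inactive = mean below 8% and not both replicates reaching 8%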;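 note: cells transiently co-express mutant CFTR-F508del with the halide-sensitive YFP; corrector assay measuring rescue of mutant channel to the surface after 24 h compound exposure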
EWS-Fli inh = blocks EWS/Fli oncoprotein-driven transcription; 350,000 tested, 0.67% active; A673 NR0B1-luciferase reporter, viability-normalised; inhibition, % at 12.6 µM;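 active = mean inhibition of at least 50% after viability correction, with every replicate also passing that limit; inconclusive = mean reaches 50% but only one of two replicates passes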;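 note: firefly luciferase signal divided by Alamar Blue viability fluorescence both relative to DMSO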
FN deposition inh = fibronectin deposition inhibition. inhibition, % at 12.6 µM. AID 743247. AH1F fibroblasts, Alexa488-fibronectin deposition fluorescence, overnight. 350,000 tested, 0.086% active;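 active = mean inhibition across replicates of 30% or more, regardless of how many single replicates reach that level; inconclusive = mean under 30% yet at least half of replicates reach 30%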;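 note: positive control wells lacked labelled fibronectin entirely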
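Material: AH1F fibroblast monolayer depositing Alexa488-labelled fibronectin into matrix / Amount: 10000 AH1F cells per well / Signal: fluorescence 485/525 nm / Medium: DMEM, 2% serum / Compound: single dose, pinned / Incubation: 1 h cell adhesion before compound, then overnight fibronectin incubation / Reagent: Alexa488-FN, 24 nM final / Read-out: inhibition of fibronectin deposition signal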
* hit, by the source's call; ? = inconclusive; . = no result given; [ ] = another dose, or the depositor's remark.

SMILES	DENV2 CPE rescue	PAX8 reporter	GSIS activator	miR-122 sensor	CFTR F508del cor	EWS-Fli inh	FN deposition inh
O=C(O)c1ccc(N/N=C/c2ccc3ncccc3c2)cc1	.	42	-11	-7	.	.	6
CCCS(=O)(=O)NC(=O)C1(C)CCN(C(=O)c2ccccc2OC(C)=O)C1 (stereo not drawn)	7	-1	6	4	0.0	-2	-2
CSc1ccc(/C=C/C(=O)OCC(=O)NC2CC2)cc1	-1	-3	5	-7	-1.3	-5	.
CCc1ccc(NC(=O)C(C)OC(=O)/C=C/c2cccc([N+](=O)[O-])c2)cc1 (stereo not drawn)	.	9	6	.	.	.	-4
CCc1nc2ccc(C(=O)NCCOc3ccc(OC)cc3)cn2c1N(CC)Cc1ccc(OC)c(OC)c1	-7	-1	.	-9	3.1	-5	6
c1ccc2c(c1)CCNC2c1ccncc1 (stereo not drawn)	10	-7	-1	-3	-0.1	9	-1
C[C@@H]1CN([C@@H](C)CO)C(=O)c2cccc(NC(=O)Nc3cccc4ccccc34)c2O[C@H]1CN(C)S(=O)(=O)c1ccc(Cl)cc1	19	.	-5	-7[16.7 µM]	0.7	25	.
C=CCn1nc(C(=O)N2CCOCC2)cc1-c1sc(NC(=O)c2ccccc2)nc1C	1	17	-1	-8	2.1	19	5
CCOC(=O)c1ccc(NC2c3ncccc3C(=O)N2Cc2ccc(F)cc2)cc1 (stereo not drawn)	.	.	-9	-2	.	.	6
O=C(O)/C=C/C(=O)Nc1ccc(SC(F)(F)F)cc1	.	-3	.	-4	.	.	-12
O=C(c1cc2cc(Br)ccc2o1)N1CCOCC1	1	-48	10	.	.	-32	-1
Cc1c2c(nc3c(C)cccc13)OC(C)C2 (stereo not drawn)	.	.	-3	-20	.	.	-5
O=C(N[C@H]1CC[C@@H](CCn2cc(Cc3ccccc3)nn2)O[C@@H]1CO)c1cnccn1	-6	7	0	.	-1.2	2	.
COc1ccccc1-c1sc2ccccc2c1-c1ccc(OCCN2CCOCC2)cc1	-1	7	-9	0	3.0	0	0
CN(C)C(=O)c1ccc(-c2ccc([C@H]3[C@@H](CO)N4CCCCN(CCC(F)(F)F)C[C@H]34)cc2)cc1	-13	-47	-5	3[16.7 µM]	2.8	-13	.

Reprinted at random: five records from the list.
SMILES	DENV2 CPE rescue	PAX8 reporter	GSIS activator	miR-122 sensor	CFTR F508del cor	EWS-Fli inh	FN deposition inh
O=C(c1cc2cc(Br)ccc2o1)N1CCOCC1	1	-48	10	.	.	-32	-1
c1ccc2c(c1)CCNC2c1ccncc1 (stereo not drawn)	10	-7	-1	-3	-0.1	9	-1
C[C@@H]1CN([C@@H](C)CO)C(=O)c2cccc(NC(=O)Nc3cccc4ccccc34)c2O[C@H]1CN(C)S(=O)(=O)c1ccc(Cl)cc1	19	.	-5	-7[16.7 µM]	0.7	25	.
CCc1nc2ccc(C(=O)NCCOc3ccc(OC)cc3)cn2c1N(CC)Cc1ccc(OC)c(OC)c1	-7	-1	.	-9	3.1	-5	6
CN(C)C(=O)c1ccc(-c2ccc([C@H]3[C@@H](CO)N4CCCCN(CCC(F)(F)F)C[C@H]34)cc2)cc1	-13	-47	-5	3[16.7 µM]	2.8	-13	.

Remaining list, next part.
SMILES	DENV2 CPE rescue	PAX8 reporter	GSIS activator	miR-122 sensor	CFTR F508del cor	EWS-Fli inh	FN deposition inh
COc1ccc(NC(=O)Nc2ccc3c(c2)CC(=O)N([C@H](C)CO)C[C@@H](C)[C@@H](CN(C)S(=O)(=O)c2cn(C)cn2)O3)cc1	-5	-8	5	1[16.7 µM]	0.3	-7	.
CCC(C(=O)NCc1ccco1)n1nc(C)n2c(cc3occc32)c1=O (stereo not drawn)	4	-2	18	.	1.7	.	-13
O=C(C[C@H]1CC[C@H]2[C@@H](COC[C@@H](O)CN2Cc2cccc(C(F)(F)F)c2)O1)NCc1ccccc1	-5	-14	6	-4[16.7 µM]	2.9	1	-2
CCOC(=O)N1CCN(CCC(=O)Nc2cc(C)ccc2OC)CC1	-7	6	3	.	0.4	9	10
COc1ccc2c3c([nH]c2c1)[C@@H](CO)N(Cc1ccccc1)CC31CN(S(C)(=O)=O)C1	0	.	30	.	2.1	4	.
COc1ccc2c3c([nH]c2c1)[C@H](CO)N(C(=O)NC(C)C)CC31CN(C(=O)C2CCCC2)C1	-2	-4	5	.	-1.4	8	.
CC(C)(C)OC(=O)N[C@H]1C=C[C@H](OC(=O)CC(=O)OCC(F)(F)F)C1	4	7	-17	-5	-2.9	-1	-3
O=C(Cn1cnc2cc([N+](=O)[O-])ccc2c1=O)NCCc1ccc(F)cc1	.	21	7	-10	0.5	1	.
O=C(CSc1ccncc1)Nc1ccc2ccccc2c1	2	4	1	0	0.1	-13	-4
CCCN1CCN(C(=O)c2ccc(-c3ccc([N+](=O)[O-])cc3)o2)CC1	1	-4	-24	.	-3.0	-3	2
O=[N+]([O-])c1cc(N=Nc2ccc3ccccc3c2)ccc1O	10	-70	.	5	6.5	-67	3
NC(=O)Cc1ccc(C(=O)c2ccccc2)s1	?	3	5	-4	0.9	3	-3
FC(F)(F)C(Oc1nc(NC2CCCCC2)nc(N2CCOCC2)n1)C(F)(F)F	.	21	.	-1	.	.	-5
O=C(N[C@H]1CC[C@@H](CCn2cc(-c3ccccc3)nn2)O[C@@H]1CO)c1cnccn1	-2	8	9	.	-1.0	6	-2
O=C(NCC1CCCCC1)C1CCC(=O)N(CCc2cccc(F)c2)C1 (stereo not drawn)	12	7	-4	-1	-2.2	.	-11
CCc1ccccc1Nc1nc(N)nc(COC(=O)C2CCN(C(=O)c3ccc(F)cc3)CC2)n1	?	-12	-6	0	2.3	-1	-2
CCOC(=O)c1c(NC(C)=O)sc2c(OCC(O)CNC(C)(C)C)c(Br)ccc12 (stereo not drawn)	.	32	45*	1	.	.	0
O=C(C1CCCCC1)N1CC(=O)N2[C@H](C1)[C@H](c1ccc(-c3ccccc3F)cc1)[C@@H]2CO	-2	.	-26	.	4.0	-1	-6
COC(=O)c1scc(C)c1NC(=O)C1CCCCC1	.	10	.	-1	.	.	-2
COc1cccc(CC2(CO)CCCN(Cc3nc(-c4cccs4)oc3C)C2)c1 (stereo not drawn)	0	-1	-25	-6	-1.6	5	1
C[C@@H]1CN([C@@H](C)CO)C(=O)c2cc(NC(=O)C3CCCCC3)ccc2O[C@H]1CN(C)C	-9	-17	6	9[16.7 µM]	-0.3	-5	.
Cc1cccc(NC(=O)CCC(=O)N/N=C/c2ccco2)c1	2	15	-4	.	0.6	3	0
CCCC(O)(CCC)C(=O)NN(C(=O)CCl)c1cccc(C)c1	2	76*	1	.	3.4	25	14
Cc1nc(N2CCCCC2)sc1C=O	2	-25	17	.	-1.7	-7	-4
Cc1ccc(C(=O)Nc2ccc(Cl)cc2C(F)(F)F)c(Cl)c1	5	-87	.	-5	.	-46	-3
CN(C)C(=O)C[C@@H]1CC[C@@H]2[C@H](COC[C@H](O)CN2CC2CC2)O1	18	-1	4	4[16.7 µM]	2.3	-1	-2
O=C(COc1ccc2ccccc2c1Br)N1CCCC1	-8	-38	-17	-3	-0.7	.	1
O=C(Nc1ccc(C(=O)NCc2ccc(F)cc2)cc1)C1=CSCCO1	-4	-79	5	2	-0.5	.	-1
COc1cccc(Nc2ccccc2C(=O)O)c1	1	-10	12	.	-1.3	-23	-1
Cc1ccc(S(=O)(=O)Nc2ccc3c(c2)C(=O)N([C@H](C)CO)C[C@H](C)[C@H](CN(C)S(=O)(=O)c2ccc(C)cc2)OCCCC[C@H](C)O3)cc1	12	63*	-1	-4[16.7 µM]	0.4	11	0
Cc1ccc(OCC(=O)N(C)CC(=O)Nc2cccc(F)c2)cc1	0	7	-12	-2	-0.6	-6	0
C[C@H](CO)N1C[C@H](C)[C@H](CN(C)C(=O)CCCN(C)C)OCCCC[C@H](C)Oc2ccc(NS(=O)(=O)c3ccc(F)cc3)cc2C1=O	-4	-14	-6	10[16.7 µM]	2.6	-5	-8
CC(=O)Nc1ccc(S(=O)(=O)N(C)CC(=O)OCC(=O)N2CCc3ccccc32)cc1	.	6	.	1	.	.	20
CC(=O)c1sc(NC(=O)CCS(=O)(=O)c2ccc(F)cc2)nc1C	-6	77*	3	-6	-1.5	-12	-5
COC(=O)NCC(c1cccnc1)N1CCN(c2ccccc2)CC1 (stereo not drawn)	-5	-12	3	-8	-2.7	-7	2
Cn1nc(C(F)(F)F)c(-c2ccc(F)cc2)c1NC(=O)c1cccnc1	7	-9	12	-6	0.5	11	-3
CC1CCCC(C)N1/N=C/c1ccc(O)c(O)c1 (stereo not drawn)	12	-3	0	-5	2.9	21	8
Nc1ccc(C(=O)N2CCN(S(=O)(=O)/C=C/c3ccccc3)CC2)cc1[N+](=O)[O-]	5	6	-24	8	1.6	-1	3
Cc1cc(=O)cc(C)n1-c1ccccc1N1CCOCC1	.	26	-4	-9	.	.	11
O=S(=O)(c1ccc2nc(N3CCN(c4ccccc4F)CC3)ccc2c1)N1CCCCC1	5	-9	13	-3	0.1	.	-1
O=C1COc2ccc(C(=O)C[n+]3cccc(O)c3)cc2N1	-10	-18	14	-4	0.7	-7	13
CCC(C)[C@H](NC(=O)N1c2ccccc2NC(=O)[C@@H]1C(C)C)C(=O)N[C@@H](Cc1ccccc1)C(=O)O (stereo partly drawn)	18	.	7	0	-3.5	0	.
O=C(O)c1ccccc1-c1nnc2c(Cl)cc(C(F)(F)F)cn12	11	-5	6	16	2.8	10	-5
COC(=O)C[C@H](NC(=O)Cn1cnc2c(NCc3ccccc3)ncnc21)C(=O)OC	?	-25	7	-3	-0.4	-2	9
Cc1ccnc(NC(=O)CCCc2ccccc2)c1	4	-124	-1	-4	.	-5	-2
CN(C)CCC(=O)C(Cc1ccccc1)c1ccccc1 (stereo not drawn)	-4	58	-43	5	-1.4	0	7
CN1C(=O)c2cc(NC(=O)C3CCCCC3)ccc2OC[C@H]2O[C@@H](CC(=O)NCc3ccccc3F)CC[C@@H]21	-3	-3	0	-8[16.7 µM]	-0.9	8	-4
COc1ccc(-c2noc(CCC(=O)NCCc3ccccc3)n2)cc1OC	-1	-9	1	-5	0.7	-7	-1
Cc1ccc(/C=C2\SC(=S)N(CCCC(=O)Nc3cc(C)on3)C2=O)cc1	?	10	10	-5	1.2	.	.
COc1ccc(Cl)cc1NC(=O)Cn1nnc(C(=O)NCc2ccc3c(c2)OCO3)c1N	5	4	12	-10	4.9	.	2
C#CC(CC)(CC)NC(=O)Nc1ccccc1C(=O)OC	.	10	3	-18	-0.4	1	.
CN1CC(O)(C(O)C(O)C(O)CO)SC1=S (stereo not drawn)	4	-3	-22	.	-0.3	-3	2
CCOC(=O)c1c(C)n(C)c2cc(CN(C)C)c(O)c(S(=O)(=O)c3ccccc3)c12	-1	-18	-8	-1	-1.4	-5	-3
CC(=O)N1CCN(C(=O)c2cc(-c3ccc(Cl)s3)nc3ccccc23)CC1	4	.	2	.	0.1	-10	11
COc1ccccc1N1CCN(C(=O)CCCCn2c(=O)[nH]c3ccsc3c2=O)CC1	11	7	.	-8	6.3	11	2
Cc1ccc(-n2c(Cc3cccn3C)nnc2SCC(=O)Nc2ccc3c(c2)OCO3)cc1	2	.	8	-8	-1.3	-3	.
COCC#Cc1ccc([C@@H]2[C@@H](CO)N3CCCCN(Cc4ccncc4)C[C@H]23)cc1	0	12	0	-4[16.7 µM]	2.0	-17	.
COc1ccc(C(C)=O)cc1CN1C(=O)NC(CC(C)C)C1=O (stereo not drawn)	1	1	4	.	2.0	-2	2
CC1=C(CC(=O)c2ccccc2)C(=O)c2ccccc2C1=O	.	-19	.	-19	.	.	-4
CCCCc1nc2cc(C(=O)N(C)C(C)c3ccccn3)ccc2o1 (stereo not drawn)	-11	-48	15	4	-2.7	.	-9
O=C(COC(=O)c1ccc(Cl)cc1Cl)Nc1cccc(S(=O)(=O)NC2=NCCC2)c1	8	5	-21	2	-0.9	4	-2
